# Compound activity from PubChem BioAssay.
# RTF Ca sens act: increases calcium sensitivity of human cardiac regulated thin filaments; P19429+P45379; IANBD-labeled TnC RTF fluorescence at EC20 calcium; 0% EC20 calcium, 100% full calcium; activation, % at 7.2 µM; 340,000 tested, 0.24% active; AID 493008;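 active = activation above the mean over all tested compounds plus 3 SD, cut at about 30% in these data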;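 note: rise in fluorescence read as greater calcium sensitivity of cardiac thin filaments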
# C-LANA FP: inhibitors of KSHV LANA C-terminal domain DNA binding | 340,000 tested, 0.078% active | inhibition, % at 9 µM | MBP-C-LANA/FAM-LBS DNA binding, fluorescence polarization;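 active = highest replicate inhibition at or above 60% at 9 µM, even if other replicates fall short; inactive = all replicates below 60% inhibition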;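 note: 0% = neutral control wells and 100% = 4 µM acridine orange control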
# Keap1 Nrf2 FP: inhibitors of human Keap1-Nrf2 protein-protein interaction; Q14145; Keap1 Kelch-Nrf2 peptide fluorescence polarization, 1536-well; inhibition, % at 9.4 µM; 340,000 tested, 0.15% active; AID 504523; in the data active = inhibition above about 12%;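 note: human Keap1 Kelch domain with fluorescein labeled Nrf2 9mer peptide probe; 0% = neutral control wells and 100% = peptide positive control; higher means more block of Keap1 binding to Nrf2 peptide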
# Target sequence (Q14145 whole entry, looked up, the tested form may be a part): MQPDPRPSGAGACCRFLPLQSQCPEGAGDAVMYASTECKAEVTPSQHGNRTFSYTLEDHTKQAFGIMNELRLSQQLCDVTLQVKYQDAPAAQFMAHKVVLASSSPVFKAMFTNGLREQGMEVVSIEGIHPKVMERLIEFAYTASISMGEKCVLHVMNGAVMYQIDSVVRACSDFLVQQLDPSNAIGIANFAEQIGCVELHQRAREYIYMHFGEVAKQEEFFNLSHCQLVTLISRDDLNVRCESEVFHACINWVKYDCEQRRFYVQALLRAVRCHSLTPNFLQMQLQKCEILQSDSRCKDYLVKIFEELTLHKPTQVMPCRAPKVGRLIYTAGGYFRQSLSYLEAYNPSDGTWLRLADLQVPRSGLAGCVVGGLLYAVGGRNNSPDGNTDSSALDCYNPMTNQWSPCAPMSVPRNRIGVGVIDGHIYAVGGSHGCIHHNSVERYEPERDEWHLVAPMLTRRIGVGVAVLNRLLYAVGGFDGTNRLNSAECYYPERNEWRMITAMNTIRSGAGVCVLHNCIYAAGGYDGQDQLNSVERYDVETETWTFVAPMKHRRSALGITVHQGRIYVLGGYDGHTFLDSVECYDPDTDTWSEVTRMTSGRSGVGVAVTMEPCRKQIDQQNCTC
# OPRM1-OPRD1 inv: inverse agonist of human OPRM1-OPRD1 heterodimerization; P35372+P41143; cell-based MOR-DOR heterodimer luminescence, inverse agonism; inhibition, % at 9.3 µM; 340,000 tested, 0.21% active; AID 504357; in the data active = inhibition above about 22%, passing the limit was not always enough;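 note: 0% = cells with DMSO and 100% = wells without cells with DMSO; values of inactives mirror those of a sister screen read the other way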
# HTR5A inv ctr: inverse agonist of human HTR5A in OPRM1-OPRD1 counter-screen. AID 504634. inhibition, % at 9.3 µM. P47898. 340,000 tested, 0.083% active. HTR5A cell line, luminescence, inverse agonism; in the data active = inhibition mostly above about 23%, no sharp cut-off; inactive = mostly below about 18%;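 note: 0% = cells with DMSO and 100% = no-cell wells with DMSO; some compounds called inactive have numbers as strong as hits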
# Target sequence (P47898 whole entry, looked up): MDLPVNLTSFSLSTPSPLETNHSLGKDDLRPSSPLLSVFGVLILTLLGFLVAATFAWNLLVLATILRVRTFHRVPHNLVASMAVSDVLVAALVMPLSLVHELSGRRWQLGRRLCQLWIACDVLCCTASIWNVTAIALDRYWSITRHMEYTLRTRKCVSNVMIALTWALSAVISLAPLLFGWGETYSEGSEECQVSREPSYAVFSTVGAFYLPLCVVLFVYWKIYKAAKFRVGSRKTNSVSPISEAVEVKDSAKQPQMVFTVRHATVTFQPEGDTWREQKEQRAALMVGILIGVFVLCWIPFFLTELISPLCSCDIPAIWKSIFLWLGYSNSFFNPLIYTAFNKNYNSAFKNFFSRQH
# CAL PDZ FP: blocks peptide binding to the human CAL PDZ domain. Q9HD26. inhibition, % at 24.9 µM. AID 602252. 300,000 tested, 0.92% active. purified CAL PDZ, TMR-peptide fluorescence polarization, 1 h;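 active = mean inhibition of at least 30% with at least half of replicates also reaching 30%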;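 note: 0% = DMSO neutral control and 100% = excess unlabeled competitor peptide PRC23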
# MOR-DOR ag: agonists of human mu-delta opioid receptor heterodimerization. AID 504326. activation, % at 9.3 µM. cells, OPRM1-OPRD1 heterodimerization, luminescence. P35372+P41143. 340,000 tested, 0.3% active; in the data active = activation above about 18%;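 note: 0% = vehicle-treated cells and 100% = reference agonist; values of inactives mirror those of a sister screen read the other way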
# HTR5A ag ctr: activates human HTR5A in OPRM1-OPRD1 agonist counter-screen. HTR5A agonist assay, luminescence, cell-based. P47898. activation, % at 9.3 µM. AID 504692. 340,000 tested, 0.61% active; in the data active = activation mostly above about 9.5%, no sharp cut-off; inactive = mostly below about 7.6%;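 note: 0% = cells with vehicle only and 100% = reference agonist; strong numbers were not always called active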
# RTF Ca sens inh: cardiac RTF calcium desensitization; P19429+P45379; IANBD-labeled cardiac RTF, Ca2+ fluorescence; inhibition, % at 7.15 µM; 340,000 tested, 0.12% active; AID 493244;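 active = inhibition above the mean inhibition of all tested compounds plus 3 SD, cut at about 17% in these data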;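 note: assay run at fixed EC70 calcium of 1.6 mM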
# V-ATPase pH: regulators of yeast V-ATPase proton transport | 350,000 tested, 0.37% active | response, % at 10 µM | AID 504577 | S. cerevisiae, pHLuorin cytosolic pH fluorescence; in the data active = response mostly above about 7.3%, no sharp cut-off; inactive = mostly below about 5.4%; note: actives read high; inactives centre near 0; some compounds called inactive have numbers as strong as hits; reference of the scale not given here
# An asterisk follows results filed as active; . = no result given. Compounds as they come. About 2.8% of those tested had a hit in this group.
SMILES,RTF Ca sens act,C-LANA FP,Keap1 Nrf2 FP,OPRM1-OPRD1 inv,HTR5A inv ctr,CAL PDZ FP,MOR-DOR ag,HTR5A ag ctr,RTF Ca sens inh,V-ATPase pH
CC(OC(=O)Cc1n[nH]c(=O)c2ccccc12)C(=O)Nc1ccc(S(N)(=O)=O)cc1 (stereo unspecified),-4,0.2,-5,15,-10,-8,-2.4,4,3,0
NCCCC[C@@H]1NC(=O)[C@H](CCC(=O)O)NC(=O)c2cc([N+](=O)[O-])cc(I)c2NCC[C@@H](C(N)=O)NC1=O,-4,-2.1,-1,9,-1,2,-1.6,-2,-6,5
O=C(O)C1=C[C@@H](c2csc3ccccc23)C[C@@H](OCc2ccc(CO)cc2)O1,8,-0.7,-1,11,-5,-12,-1.9,0,2,7
O=C1C2Sc3[nH]c(=O)sc3C(c3ccccc3)C2C(=O)N1c1ccccc1 (stereo unspecified),-3,3.8,-3,5,4,-4,-0.9,0,-9,-6
O=C1Nc2ccccc2/C1=C\c1cccn1-c1ccc(OC(F)(F)F)cc1,0,-0.6,-6,-2,19,.,0.4,0,10,0
COc1cc(NC(=O)CSc2nc(C3CC3)nc3ccccc23)cc(OC)c1,-7,1.4,2,-12,-4,-1,2.2,2,-3,-5
CCOC(=O)c1cc(OCC(=O)NC(C)C(C)C)cc(C(=O)OCC)c1 (stereo unspecified),-2,-1.3,-2,1,-1,3,-0.3,0,10,-1
Cc1onc(C(=O)NN)c1C(=O)N1CCN(C(c2ccccc2)c2ccccc2)CC1,-5,0.1,-10,17,4,-1,-3.0,-1,-5,1
O=C(CSCc1cc(=O)n2nc(C3CC3)sc2n1)Nc1ccccc1Cl,-3,-0.4,-10,14,-7,-3,-2.6,2,-6,1
NC(=O)[C@H]1CC2(CC(c3cccc(NC(=O)COc4ccc(Cl)cc4)c3)=NO2)CN1C(=O)CC(c1ccccc1)c1ccccc1 (stereo partly specified),1,0.9,-1,-2,-7,-3,0.4,5,0,-2
O=C(Nc1nnc(C2CC2)s1)c1ccc(Cl)c(S(=O)(=O)N2CCc3ccccc3C2)c1,-1,0.4,-8,-5,2,1,0.8,-1,0,3
CC(OC(=O)c1ccccc1NCCO)C(=O)Nc1ccnn1C(C)C (stereo unspecified),2,0.9,2,15,-12,-8,-3.5,5,1,1
CCn1c(C)c(C(C)=O)c(N2CCC(C(N)=O)CC2)nc1=S,0,-0.2,-7,16,14,0,-3.6,-1,-2,0
Cc1cc(NC(=O)CSc2ncnc3sccc23)no1,1,-2.5,-9,6,4,.,-1.1,9,3,-2
O=C(NNS(=O)(=O)Cc1ccccc1)c1ccc([N+](=O)[O-])cc1,-2,-0.9,-1,6,5,-5,-1.1,2,-4,2
CCc1cccc(OCCCCNCCCOC)c1,-2,-0.4,0,24,18,8,-4.7,-1,13,-5
CN(C)/C=C1/NC(=S)NC1=O,13,1.3,-4,8,-17,-23,-1.6,-1,-10,4
O=C(c1nnc(Cc2ccc(Cl)cc2)o1)N1CCOCC1,4,-0.1,-2,12,-6,.,-2.2,2,-1,-3
CCCN(Cc1cc2ccc(C)cc2[nH]c1=O)C(=O)c1cccnc1,-1,-0.5,-7,8,1,1,-1.4,-2,1,6
COc1ccc(C(=O)NNC(=O)CCn2nnc(-c3ccc(Cl)cc3)n2)cc1OC,12,-0.4,-2,-5,-7,-3,0.8,3,-1,2
COc1cc(CCC(=O)Nc2ncc(C)s2)cc(OC)c1OC,-4,1.7,-3,12,-9,-5,-2.0,-3,0,5
CC1CN(CC(=O)Nc2nc3ccccc3s2)CC(C)O1 (stereo unspecified),-2,-2.2,-2,22,-5,-3,-4.4,1,10,-2
Cc1ccc(S(=O)(=O)Oc2ccc(/C=N/NC(=O)c3cccnc3)cc2)cc1,1,-0.2,-2,-12,-12,-1,1.7,4,-18,-3
Cc1ccc(-c2nnc(SCC(=O)NC3CCCC3)n2N)cc1,6,0.9,-5,0,11,-3,-0.1,-3,-4,-4
Cc1cc(C)cc(N(CCC(=O)O)S(=O)(=O)c2ccc(Cl)cc2)c1,4,1.8,-2,-6,22,0,1.2,5,-18,3
# The listing continues:
SMILES,RTF Ca sens act,C-LANA FP,Keap1 Nrf2 FP,OPRM1-OPRD1 inv,HTR5A inv ctr,CAL PDZ FP,MOR-DOR ag,HTR5A ag ctr,RTF Ca sens inh,V-ATPase pH
CC(SC(C)C(=O)NN=Cc1cccc(F)c1)C(=O)NN=Cc1cccc(F)c1 (stereo unspecified),-1,-1.3,-1,4,15,.,-0.7,-4,7,1
Cc1ccccc1Nc1nc(N)nc(COC(=O)CCC(=O)c2ccc(F)cc2)n1,-1,0.3,-9,-9,-7,-3,1.4,3,-6,-1
Cc1noc2ncnc(Oc3ccc(C(C)(C)C)cc3)c12,3,1.0,-2,-15,20,.,3.0,5,-12,-1
O=c1[nH]c(/C=C\c2cccc(Cl)c2)nc(O)c1[N+](=O)[O-],5,4.7,-3,7,-7,-4,-1.4,2,-5,-1
CCN(C(=O)CN1CCN(c2ccccc2O)CC1)c1c(N)n(Cc2ccccc2)c(=O)[nH]c1=O,2,-0.1,1,3,13,-3,-0.6,-3,0,0
CCCC1(C(=O)OCC)NC(c2ccc(N(C)C)cc2)C2C(=O)N(c3ccc4c(c3)OCCO4)C(=O)C21 (stereo unspecified),-7,-0.4,-6,11,17,.,-2.6,-4,-11,-1
O=C(c1ccc(Br)o1)N1N=C(c2ccc(Cl)cc2)CC1c1ccco1 (stereo unspecified),1,0.4,-15,-4,-12,.,0.9,5,-4,5
CCCOc1ccc(CSC(CC(=O)O)C(=O)O)cc1 (stereo unspecified),-2,-0.1,3,16,17,.,-2.9,-5,-1,-2
C/C(=N/Nc1nc(-c2ccccc2F)nc2ccccc12)c1ccccc1O,-1,-0.3,0,-16,10,6,3.1,-4,-11,5
C=C1C(=O)O[C@H]2C[C@]3(C)C([C@@H](OC(=O)/C(C)=C/C)[C@H]12)[C@](C)(O)CC[C@H]3O (stereo partly specified),-1,-0.1,-43,20,-1,-5,-4.2,0,-9,1
CN(CC(=O)NCCc1ccc(S(N)(=O)=O)cc1)CC(=O)Nc1ccccc1C(F)(F)F,-4,2.3,-2,2,-1,.,-0.3,0,1,-1
Cn1nc(C(=O)N2CCCC2)c2ccccc2c1=O,-3,2.6,-1,11,-18,-3,-2.2,6,0,1
Cc1ccc(C(=O)N[C@H](C(=O)OCC(=O)Nc2cccc(S(N)(=O)=O)c2)C(C)C)cc1,0,1.7,-5,10,27,-11,-1.9,4,-8,1
COC(=O)/C=C/c1c(C)nc(NCc2ccccc2)nc1Cl,0,-0.2,-2,-18,-5,3,3.8,1,-9,-2
Cc1cccc(NC(=O)/C=C/c2cccs2)n1,0,0.4,-5,1,-2,5,-0.1,4,-8,2
COc1ccccc1COC(=O)CN1C(=O)NC2(CCCCC2C)C1=O (stereo unspecified),-2,0.4,2,27,7,1,-5.5,5,5,-2
N#C/C(=C\c1cn(Cc2ccccc2F)c2ccccc12)C(=O)NCc1ccco1,3,0.0,4,-5,0,0,0.9,8,-9,-2
O=C(CSc1nc2c(sc3ccccc32)c(=O)n1CCCN1CCOCC1)NC1CCCC1,1,0.5,-1,12,-25,-4,-2.9,9,-2,-1
COC(=O)C1=C(O)C2(C(=O)O)CC(C(=O)OC)=C(O)C(C(=O)O)(C1)C2,8,0.2,-2,12,-15,-4,-2.2,4,-7,6
COc1ccc(C(=O)n2cnc3ccccc32)cc1Br,-2,0.0,-3,1,-16,-3,-0.1,2,-1,-1
CCn1ccc(C(=O)Nc2ccc(Cl)cn2)n1,1,0.0,-2,8,-3,-5,-1.5,1,-1,-2
C/C(CC(=O)Nc1cccc2c1CCCC2)=N\NC(=O)COc1ccccc1,-6,1.7,-2,9,-15,-5,-2.0,-2,4,-1
CN(C)CCNS(=O)(=O)c1ccc2c3c(cccc13)C(=O)N2,3,-0.8,1,10,-12,-2,-2.1,3,1,1
COc1cccc(N(CC(=O)NCc2ccccc2)C(=O)CCC(=O)Nc2nccs2)c1,-8,-1.1,-3,3,-17,7,-0.5,2,9,-3
C=CCN1C(=Nc2ccccc2)SC/C1=C\C(=O)OC,1,-2.5,-4,-10,-20,-8,1.7,9,7,0
# Next section:
SMILES,RTF Ca sens act,C-LANA FP,Keap1 Nrf2 FP,OPRM1-OPRD1 inv,HTR5A inv ctr,CAL PDZ FP,MOR-DOR ag,HTR5A ag ctr,RTF Ca sens inh,V-ATPase pH
Cc1cc(CCN2CCC(=O)NC2=O)ccc1OC(C)C,-2,-0.9,1,-11,5,-1,1.8,-2,-1,-5
c1cncc(-c2cnc3ccccc3c2)c1,1,-0.1,-2,14,-10,1,-2.5,0,1,0
CN1CCN(C(=O)C2=C[C@H](C3CCCCC3)C[C@H](OCc3ccc(CO)cc3)O2)CC1,1,2.1,2,5,-18,4,-0.8,-2,10,8
Cc1ccc2c(c1)-c1ccccc1S(=O)(=O)N2,4,-0.9,2,11,12,-2,-2.1,-3,0,6
COC(=O)C1=NN(C(=O)c2ccccc2)C(O)(c2ccc([N+](=O)[O-])cc2)C1 (stereo unspecified),4,-0.6,-1,9,20,-3,-1.8,-5,-8,-1
CCOc1ccc(NC(=O)CCS(=O)(=O)c2cccc3nsnc23)cc1,0,-0.7,-7,10,-24,-7,-1.6,-5,-9,1
O=C(NCCNC(=O)c1ccccn1)c1ccccc1,0,0.5,1,17,3,7,-2.6,-1,-3,-6
O=C(CSc1ccccc1)Nc1ccc2c(c1)OCCO2,-1,-0.4,-3,2,4,-6,-0.4,-1,-7,-1
COc1ccccc1N(C)S(=O)(=O)c1ccc(C(=O)Nc2cc(F)ccc2C)cc1,0,-0.5,2,7,13,.,-1.2,-4,-3,2
O=C(COC(=O)/C=C/c1ccc(Cl)cc1Cl)NCc1ccco1,1,-0.7,-1,9,1,-3,-1.9,0,4,-2
CCOC(=O)CCCCCN(Cc1ccccc1)S(=O)(=O)c1ccc([N+](=O)[O-])cc1,2,-0.8,-4,-35,-10,-1,7.3,-1,-14,5
Cc1cc(N2CCCCC2)n2ncc(-c3ccccc3)c2n1,1,-1.5,2,-16,-8,1,3.2,3,-5,-4
O=C(Nc1ccc(S(=O)(=O)NC2=NCCCCC2)cc1)c1cc(S(=O)(=O)N2CCOCC2)ccc1F,1,-1.5,0,10,0,-5,-2.9,1,-2,2
COc1cc(OC)cc(-c2c(-c3cccs3)c3cc(-c4ccc5[nH]ccc5c4)ccc3n2C)c1,6,1.0,0,-3,-1,-8,0.6,0,-10,0
COc1cc(NC(=O)CCc2nnc3ccc(N4CCC5(CC4)OCCO5)nn23)cc(OC)c1,-1,-0.3,-7,12,19,5,-2.5,-2,-5,-1
CC(=O)c1c(C)[nH]c(C(=O)CSc2nnc3ccccn23)c1C,5,-4.9,-1,-7,-2,0,1.3,1,-21,0
Cc1cccc2cc(CN(Cc3ccco3)C(=O)NC3CCCCC3)c(=O)[nH]c12,-3,0.6,0,11,0,0,-2.1,0,1,-5
Cc1cc(NC(=O)CCC(=O)N(Cc2ccco2)C(C(=O)NC2CCCCC2)c2cccs2)no1 (stereo unspecified),5,-0.3,-1,6,1,1,-1.4,0,-6,-3
